High-throughput results: PubChem BioAssay, Icahn School of Medicine at Mount Sinai
ROC1-CUL1 inh: blocks human RBX1-Cullin-1 di-ubiquitin formation; 140,000 tested, 0.6% active; in vitro K48 di-Ub FRET, acceptor:donor ratio, 45 min; P62877+Q13616; inhibition, % at 10 µM; in the data active = inhibition above about 25%
Target sequence (P62877 whole entry, looked up): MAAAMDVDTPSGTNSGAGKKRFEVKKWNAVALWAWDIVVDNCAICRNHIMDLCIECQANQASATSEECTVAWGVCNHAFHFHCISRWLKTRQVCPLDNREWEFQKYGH
Target sequence (Q13616 whole entry, looked up): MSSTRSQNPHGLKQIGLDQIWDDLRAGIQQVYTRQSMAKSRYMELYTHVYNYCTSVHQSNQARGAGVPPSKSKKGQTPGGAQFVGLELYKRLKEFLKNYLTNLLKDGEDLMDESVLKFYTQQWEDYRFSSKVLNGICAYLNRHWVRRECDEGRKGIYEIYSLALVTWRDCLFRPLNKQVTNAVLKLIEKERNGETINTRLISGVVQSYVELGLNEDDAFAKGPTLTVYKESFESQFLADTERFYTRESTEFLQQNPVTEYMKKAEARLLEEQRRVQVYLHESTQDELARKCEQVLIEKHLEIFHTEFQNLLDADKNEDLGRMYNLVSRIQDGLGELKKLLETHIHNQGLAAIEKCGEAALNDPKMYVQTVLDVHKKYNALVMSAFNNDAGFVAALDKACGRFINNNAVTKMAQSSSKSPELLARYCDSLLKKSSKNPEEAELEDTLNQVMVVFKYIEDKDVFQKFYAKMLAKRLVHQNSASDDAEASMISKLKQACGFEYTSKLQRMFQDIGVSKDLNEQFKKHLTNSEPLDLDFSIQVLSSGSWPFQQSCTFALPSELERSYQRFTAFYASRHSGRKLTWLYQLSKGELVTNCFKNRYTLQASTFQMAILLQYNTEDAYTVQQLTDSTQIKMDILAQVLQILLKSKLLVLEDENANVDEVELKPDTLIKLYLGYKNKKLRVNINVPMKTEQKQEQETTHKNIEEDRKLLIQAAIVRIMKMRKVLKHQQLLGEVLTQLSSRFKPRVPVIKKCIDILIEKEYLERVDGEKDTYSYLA
* hit, by the source's call.

SMILES | ROC1-CUL1 inh
COc1ccc(F)c(CN2CCCC3(CCN(C(=O)CN4CCCC4=O)C3)C2)c1 (configuration not stated) | 5
CCCCC12CN3CC(C)(CN(C1)C3c1ccc(OCc3ccccc3)cc1)C2=O (configuration not stated) | -5
COc1ccc(CC(=O)Nc2cccc(N)c2)cc1OC | 0
CC(C)c1ccc2oc(-c3ccc(NC(=S)NC(=O)c4ccccc4F)cc3O)nc2c1 | -5
CC(=O)Nc1ccc(CNC2CCCN(c3nc4ccccc4s3)C2)cc1 (configuration not stated) | -4
NC(=O)C1CCN(C(=O)COc2ccc(S(=O)(=O)NCc3ccccc3)cc2Cl)CC1 | -6
O=c1[nH]nc(Cc2ccc(Cl)cc2)c2ccccc12 | 4
C=CCN1C(=O)/C(=C/c2ccc(Cl)cc2Cl)NC1=S | 2
CC(=O)Nc1ccc(NC(=O)CCSCCc2ccccn2)cc1 | -4
Cc1ccc(N2C(=O)/C(=C\c3cn(CC(=O)NCc4cccs4)c4ccccc34)C(=O)NC2=S)cc1C | 1
CC1CCCC1OCC(O)CN1CCN(c2cccc(Cl)c2)CC1 (configuration not stated) | 11
CCOc1ccc(C2C(C(=O)c3cc4ccccc4o3)C(=O)C(=O)N2c2nnc(SCc3ccccc3F)s2)cc1OC (configuration not stated) | 2
Cc1nc(N/N=C/c2ccccc2O)c2c3c(sc2n1)CCCC3 | -12
C=CCC(O)(CC=C)CNCc1ccc(OCC(O)CN2CCN(C)CC2)cc1 (configuration not stated) | -1
Cc1ccc(N(Cc2cc3ccccc3[nH]c2=O)C(=O)c2cccc(Cl)c2)cc1 | -11
CC(=O)c1cc2c(cc1NC(=O)C(C)Oc1ccc(C)cc1)OCO2 (configuration not stated) | 9
CC(=O)O[C@H]1CC[C@]23COC(CC4C2CC[C@@]2(C)C4CCC24OCCO4)[C@@]3(Br)C1 (some centres not stated) | -3
COc1ccccc1C(=O)N[C@@H]1c2ccccc2C2(CCN(C(=O)C3(C)CCCCC3)CC2)[C@H]1OC | -6
COc1cc(C2CC(=O)N(c3ccccc3)C3=C2C(=O)OC3)cc(OC)c1OC (configuration not stated) | -8
O=C1C2C(c3ccc(Cl)cc3)OC3(C(=O)c4ccccc4C3=O)C2C(=O)N1c1ccccc1Cl (configuration not stated) | 4
CCN(CC)CC(O)COc1cc(CN2CCCCCC2)ccc1OC (configuration not stated) | -5
COc1cc(C2c3c(nc(SCc4ccccc4Cl)[nH]c3=O)N=C3CCCC(=O)C32)ccc1O (configuration not stated) | 1
COC(=O)c1c(-c2ccc(Cl)cc2)csc1NC(=O)C1CC1 | 0
CN(Cc1cccc(OCC(O)CN2CCc3ccccc3C2)c1)Cc1cnccn1 (configuration not stated) | -5
COc1ccc(C(=O)Nc2cccc(OCc3cc(=O)n4c5c(sc4n3)CCCC5)c2)cc1 | 3

Reformatted with values ahead of the structure: 3 of the compounds above
ROC1-CUL1 inh	SMILES
-5	CCCCC12CN3CC(C)(CN(C1)C3c1ccc(OCc3ccccc3)cc1)C2=O (configuration not stated)
0	COc1ccc(CC(=O)Nc2cccc(N)c2)cc1OC
-5	CC(C)c1ccc2oc(-c3ccc(NC(=S)NC(=O)c4ccccc4F)cc3O)nc2c1

Going on with the list:
SMILES | ROC1-CUL1 inh
CCCc1[nH]nc2c1C(c1ccc(F)cc1)C(C#N)C(=N)O2 (configuration not stated) | 18
O=C(Nc1cccc(C(=O)OCc2cc(=O)n3c4c(sc3n2)CCCC4)c1)c1ccc(Cl)cc1 | -5
OCCN1CCN(c2nncc(-c3ccc(F)cc3)n2)CC1 | 1
COCCCNC(=O)c1oc2c(c1C)-c1nn(Cc3ccccc3Cl)cc1CC2 | -4
CCN1CCN(C(=O)/C=C/c2c(Cl)cccc2Cl)CC1 | 0
CC(C)(C)c1ccc(C(=O)Nc2cc(-c3ccccc3)nn2-c2ccccc2)cc1 | -10
Cc1c(Cl)cccc1NC(=O)CC(c1ccc(F)cc1)N1Cc2ccccc2C1=O (configuration not stated) | -1
CN1C(=O)C(C(=O)c2ccc(S(C)(=O)=O)c(Cl)c2Cl)C(=O)c2ccccc21 (configuration not stated) | 25
C/C(=N/NC(=O)C(O)(c1ccccc1)c1ccccc1)c1ccc2c(c1)OCCO2 | -1
Cc1cc(=O)[nH]c2nnc(SCc3ccc(Cl)cc3)n12 | -3
CCOc1ccc([N+](=O)[O-])c(N)n1 | 5
O=C(c1cnc[nH]1)N1CCC2(CCCN(Cc3ccc(F)cc3)C2=O)C1 (configuration not stated) | -3
CCOc1cc(/C=C2/SC(=O)N(C(C)C)C2=O)cc(Cl)c1OCC(=O)O | 0
Cc1ccc(NC(=O)CCS(=O)(=O)c2cccc3nonc23)c(C)c1 | 2
COc1cc(NS(=O)(=O)c2ccc(NC(=O)C(C)Oc3ccc(Cl)cc3Cl)cc2)nc(OC)n1 (configuration not stated) | -3
Cc1cccc(-n2nnc(-c3nc(-c4cccs4)no3)c2N)c1C | -2
c1cncc(CN2CCC(C3CCN(Cc4ccncc4)C3)CC2)c1 (configuration not stated) | -9
CCCc1[nH]nc2c1C(c1c(OC)ccc3ccccc13)C(C#N)C(=N)O2 (configuration not stated) | 3
N#Cc1c(NC(=S)NC(=O)COc2ccccc2Cl)sc2c1CCC2 | 3
O=C(C1CCCN(S(=O)(=O)c2cccs2)C1)N1CCN(c2cccc(Cl)c2)CC1 (configuration not stated) | -2
COc1cc(/C=C2/N=C(SCC(=O)Nc3ccccc3C(=O)O)N(c3ccccc3)C2=O)cc(OC)c1OC | 8
Cc1ccc(Cc2nc3ccccc3nc2SCC(=O)NCc2ccccc2Cl)cc1 | -2
O=C(Cn1ncc2c([nH]c3ccccc32)c1=O)NCCCN1CCN(c2ccc(F)cc2)CC1 | 3
Cc1cc(OCCOCCN2CCN(C)CC2)cc(C)c1Cl | -6
CCCC(C(=O)OCC)n1ncc(N2CCCC2)cc1=O (configuration not stated) | -6
SMILES | ROC1-CUL1 inh
COc1ccccc1CN1C(=O)O[C@@H]2CN(CCCn3cccn3)C[C@@H]21 | -3
O=C(N/N=C/c1ccccc1)c1nnn(-c2ccc([N+](=O)[O-])cc2)c1C(=O)N/N=C/c1ccccc1 | -12
Cc1cccc(C)c1OCC(=O)NCc1ccccn1 | -3
CCCOc1ccc(-c2cc(C(=O)O)c3c(ccc4ccccc43)n2)cc1OC | -2
Cc1cccc(N2CC(C)Cn3c2nc2c3c(=O)n(C)c(=O)n2C)c1 (configuration not stated) | 3
CCCOC(=O)c1c(-c2ccc(OCC)cc2)csc1NC(=O)c1ccoc1C | 2
COc1ccc(N2CC(C(=O)Nc3ccc(NC(C)=O)cc3)CC2=O)cc1 (configuration not stated) | -6
CCn1c(Oc2cccc(OC)c2)nc2c1c(=O)n(C)c(=O)n2C | 11
O=C1CCCCCN1Cn1nnc2ccccc21 | -3
CCCCSc1nnc2c(n1)OC(c1ccccc1)N(C(C)=O)c1ccccc1-2 (configuration not stated) | 0
COc1cc(NC(=O)CCc2c(C)nc3c4c(C)cc(C)nc4nn3c2C)cc(OC)c1 | -9
CCSc1ccccc1C(=O)Nc1ccc(-c2nc3ccccc3s2)c(O)c1 | -3
COCC(C)NC(=O)CCc1nnc(C2(c3ccc(Cl)cc3)CCC2)o1 (configuration not stated) | -9
Cc1ccc(C)c(NC(=O)c2ccc(CN3CC(=O)N4CCCCC4C3=O)cc2)c1 (configuration not stated) | 6
Cc1ccc(Oc2nc3c(c(=O)n(Cc4ccccc4Cl)c(=O)n3C)n2C)cc1C | 1
O=C(CSc1ncnc2sc3c(c12)CCCC3)c1ccco1 | 0
CSc1nc(N)nc(SCCN2CCOCC2)c1C#N | -11
COc1ccc(S(=O)(=O)N2CCSCC2)cc1C(=O)O | -2
CCOc1ccc(S(=O)(=O)c2cn(CC)c3ccc(F)cc3c2=O)cc1 | 5
CCOC(=O)CN1C(=O)C(O)(CC(=O)c2cc(OC)ccc2OC)c2ccccc21 (configuration not stated) | -2
c1ccc(CSC(SCc2ccccc2)c2ccccc2)cc1 | -2
COc1ccc(Br)cc1COC(=O)c1cccs1 | 9
O=C(CN1C(=O)c2ccccc2S1(=O)=O)NCCSCc1ccco1 | -4
CCCCCCOc1ccc(N=CC=Nc2ccc(OCCCCCC)cc2)cc1 | -5
CCOc1ccccc1C(=O)NCC(C)C | -1
SMILES | ROC1-CUL1 inh
CC(=O)c1ccc(N=Nc2c(-c3ccccc3)[nH]n(-c3ccc([N+](=O)[O-])cc3)c2=O)cc1 | -9
Cc1ccc(C(=O)C(C(=O)/C=C/c2ccccc2)=C2SCCCS2)cc1 | -6
C=CCC1Nc2cc(OC)c(OC)cc2CC12CCCC2 (configuration not stated) | 10
CN1CCN(C2CCc3c(Sc4ccc(Cl)cc4)cccc32)CC1 (configuration not stated) | -4
Cc1n[nH]c(C)c1CN(C)c1nc2nonc2nc1N(C)C | 1
CC(C)c1ccc(NC2CCCN(C(=O)CCN3CCN(C)CC3)C2)cc1 (configuration not stated) | -11
CN(C(=O)c1ccccc1)c1cccc(N)c1 | 1
O=C(Nc1cccc(C(F)(F)F)c1)C(C(F)(F)F)C(F)(F)F | 11
CCc1ccc(C(=O)COC(=O)c2ccc(COc3ccccc3OC)cc2)cc1 | -2
Cc1ccc(Cl)cc1N1CCN(C(=O)CN2C(=O)COc3ccc(S(=O)(=O)N4CCOCC4)cc32)CC1 | 2
CCOc1ccc(N2CC(NC(=O)c3cccs3)CC2=O)cc1 (configuration not stated) | 0
COc1ccc(NC(=O)Cn2ccn(-c3ccc(F)c(F)c3)c(=O)c2=O)cc1Cl | -7
CC1=CC(C)(C)N(C(=O)c2ccco2)c2ccc(OC(=O)c3ccco3)cc21 | 8
O=C(Cn1c2ccccc2c2nc3ccccc3nc21)c1ccccc1 | -6
CC(=O)c1ccc(N=Nc2sc3ccccc3c2O)cc1 | -4
Cc1ccc(CSc2cn(CC(=O)N3CCCCCC3)c3ccccc23)cc1 | 0
CN(C)S(=O)(=O)N1CCC2(CCCN(Cc3ccc(F)cc3)C2=O)C1 (configuration not stated) | 0
Cc1ccc(-c2nnc(Nc3cccc(Br)c3)c3ccccc23)cc1S(=O)(=O)NCC1CCCO1 (configuration not stated) | -5
CCc1nnc(NS(=O)(=O)c2ccc(NC(=O)c3ccc(Cl)cc3Cl)cc2)s1 | 7
Cc1cccc(-n2nc3ccc4nonc4c3n2)c1C | -4
CCOC(=O)c1cc(-c2c(F)c(F)c(F)c(F)c2F)n[nH]1 | 11
COc1cc(NC(=O)CCc2c(C)nc3c(-c4ccc(F)cc4)c(C)nn3c2C)cc(OC)c1OC | 2
CCN1CCN(CC(=O)N(C)CC2CCCN(CCc3ccccc3C)C2)CC1 (configuration not stated) | 11
Cc1ccc(Cn2c(=S)[nH]c3ccccc3c2=O)cc1 | -3
CCS(=O)(=O)c1ncc(Cl)c(C(=O)Nc2ccc(S(=O)(=O)N(C)c3ccccc3)cc2)n1 | 5

Overlap with the part before: 6 entries, then new ones.
SMILES | ROC1-CUL1 inh
Cc1cccc(-n2nc3ccc4nonc4c3n2)c1C | -4
CCOC(=O)c1cc(-c2c(F)c(F)c(F)c(F)c2F)n[nH]1 | 11
COc1cc(NC(=O)CCc2c(C)nc3c(-c4ccc(F)cc4)c(C)nn3c2C)cc(OC)c1OC | 2
CCN1CCN(CC(=O)N(C)CC2CCCN(CCc3ccccc3C)C2)CC1 (configuration not stated) | 11
Cc1ccc(Cn2c(=S)[nH]c3ccccc3c2=O)cc1 | -3
CCS(=O)(=O)c1ncc(Cl)c(C(=O)Nc2ccc(S(=O)(=O)N(C)c3ccccc3)cc2)n1 | 5
CCOC(=O)c1[nH]c(C)c(CCC(=O)NCc2ccccc2Cl)c1C | 2
CC(=O)c1cccc(NC(=O)NC(C)c2cnn(-c3ccccn3)c2C)c1 (configuration not stated) | 2
O=C(CSc1cn(CC(=O)N2CCCCC2)c2ccccc12)NCc1ccccc1Cl | 3
COc1cccc(Cn2c(=O)n(-c3cccc(Cl)c3)c(=O)c3c4c(sc32)CN(C(C)=O)CC4)c1 | -3
CCN1CCN(c2ncc3c(n2)CCN(Cc2ccc(OC(C)C)cc2)C3)CC1 | -8
O=C(Nc1ccccc1CN1CCOCC1)c1ccc(C2CCCN2)s1 (configuration not stated) | 4
O=C1CC(N(Cc2ccc3c(c2)OCO3)C(=O)c2ccc(Cl)cc2)C(=O)N1c1ccc(Br)cc1 (configuration not stated) | -8
O=C(NC(NC(=S)N1CCOCC1)C(Cl)(Cl)Cl)c1ccc(Cl)cc1Cl (configuration not stated) | -5
CCCCN1C(=O)Nc2ccccc2S1=O (configuration not stated) | -7
O=C(CCN1CCCO1)N1CCc2[nH]nc(C3CCC3)c2C1 | 7
CCOc1ccc(-n2c(C)cc(=O)[nH]c2=O)cc1 | 1
O=C(Nc1cccc(O)c1)c1cc(-c2ccccc2Cl)on1 | 2
OCC1CCCN(C(=S)NC2CCCC2)C1 (configuration not stated) | 1
CCCn1cc(-c2ccnc(NCc3n[nH]c(=O)c4ccccc34)n2)c(C)n1 | 7
CSc1ccc(/C=N/Nc2nc3ccccc3s2)cc1 | 1
CC(=O)Nc1ccc(C(=O)CSc2n[nH]c(-c3ccncc3)n2)cc1 | 1
Nc1c(C(=O)Nc2cccc(F)c2)sc2nc(-c3ccc(F)cc3)ccc12 | -7
CN(C(=O)C12CCC(C)(C(=O)C1Br)C2(C)C)c1ccccc1 (configuration not stated) | -3
COc1ccc(OC)c(S(=O)(=O)NCCc2csc(-c3cccc(F)c3)n2)c1 | 4
CC(CN(C(N)=O)c1ccc(O)cc1)C(=O)O (configuration not stated) | -10
OCCN(C=NC1=NN(c2ccccc2)CC1)CCO | 7
Cc1nn(-c2ccccc2)c(C)c1C(=O)n1ncnc1N | -4
COC(=O)[C@@H](NC(=O)c1cc(COc2cccc(OC)c2)on1)C(C)C | 2

Exported field by field: three of the compounds above
CCOC(=O)c1[nH]c(C)c(CCC(=O)NCc2ccccc2Cl)c1C
  ROC1-CUL1 inh: 2

OCCN(C=NC1=NN(c2ccccc2)CC1)CCO
  ROC1-CUL1 inh: 7

CCOc1ccc(-n2c(C)cc(=O)[nH]c2=O)cc1
  ROC1-CUL1 inh: 1

Not all compounds are listed, so the mix of outcomes need not match the whole.
